From PubChem BioAssay
TROY NFkB inh: inhibitors of TROY-driven NF-kB signaling, primary screen, Q293 LMP1-TROYcd cells, NF-kB luciferase, uHTS. Q293 LMP1-TROYcd NF-kB luciferase reporter, 4 h. inhibition, % at 10 µM. actives 0.98% (n = 360,000). AID 1347056, 2019;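 active means compounds whose plate-normalised and pattern-corrected inhibition of the luciferase reporter signal at the single screening dose is 50% or more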
CF NFkB block: inhibitors of PAF-induced NF-kB signaling, primary screen, cell-based, GFP fluorescence, uHTS; KKLEB NF-kB-GFP reporter, GFP fluorescence overnight; inhibition, % at 5 µM; actives 0.86% (n = 360,000); AID 588850, 2011;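 active means at least 50% inhibition at 5 µM, scaled per plate between neutral and stimulator controls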;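 further: PAF is a Pseudomonas aeruginosa culture filtrate used as stimulus; plate controls were PAF-stimulated DMSO wells for no effect and unstimulated DMSO wells for full effect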
Shn3 3UTR inh: reduction of Shn3 3'UTR firefly luciferase signal, primary screen, Schnurri-3 inhibitor project, cell-based, Clone20 osteoblasts, set 2; actives 0.52% (n = 360,000); inhibition, % at 12.5 µM; Clone20 osteoblast Shn3 3'UTR firefly luciferase, 24 h;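 active means mean inhibition of at least 75% with every replicate also reaching 75%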;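 further: 0% = median of neutral control wells and 100% = pilot-screen positive control compound; some compounds past the cut are filed as inactive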
TWEAK Fn14 block: inhibitors of TWEAK-Fn14 signaling, primary screen, luciferase reporter cells, uHTS. AID 1159606, 2016. TWEAK-stimulated Fn14 reporter cells, luciferase luminescence, 8 h. actives 2% (n = 360,000). inhibition, % at 10 µM; in the data active means inhibition above about 50%
C8 TRAIL sens: viability loss with TRAIL in NB7+C8 cells, primary screen, TRAIL sensitizer project, cell-based, ATPlite luminescence; inhibition (viability loss, TRAIL sensitization), % at 10 µM; AID 624354, 2012; actives 1% (n = 360,000);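 active means compounds causing at least 50% loss of cell viability in the single-dose screen, relative to plate controls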
Peg3 promoter: Peg3 promoter-driven luciferase inhibitors, primary screen, cell-based, HeLa, luciferase luminescence | actives 1.7% (n = 360,000) | HeLa PEG-Prom luciferase reporter, overnight | inhibition, % at 20 µM;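 active means inhibition of at least 50% at 20 µM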
HIF-2a inh: HIF-2a reporter inhibitors, primary screen, luminescence, 786-0 RCC cells; 786-0 RCC cells HIF-2a reporter, luciferase luminescence, overnight; inhibition, % at 18.8 µM; actives 0.72% (n = 360,000); AID 624352, 2012;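 active means inhibition of the luminescence signal of 40% or more relative to plate controls, in a single-dose primary screen at 18.75 µM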
NR2E3 ag-1: inhibitors of NR2E3-RetCOR corepressor binding, primary screen, NR2E3 agonist project, biochemical, TR-FRET, GST-NR2E3, biotin-RetCOR | AID 2300, 2010 | actives 0.12% (n = 320,000) | Photoreceptor-specific nuclear receptor (Homo sapiens), Q9Y5X4 | 1536-well | inhibition of corepressor binding, % at 4.78 µM;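 active means percent inhibition above the cutoff of mean plus 3 SD of all tested compounds, set per screening campaign, cut at about 20% in these data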;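 further: 0% = DMSO wells and 100% = biotin wells as full block of FRET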
Target sequence (Q9Y5X4 whole entry, looked up): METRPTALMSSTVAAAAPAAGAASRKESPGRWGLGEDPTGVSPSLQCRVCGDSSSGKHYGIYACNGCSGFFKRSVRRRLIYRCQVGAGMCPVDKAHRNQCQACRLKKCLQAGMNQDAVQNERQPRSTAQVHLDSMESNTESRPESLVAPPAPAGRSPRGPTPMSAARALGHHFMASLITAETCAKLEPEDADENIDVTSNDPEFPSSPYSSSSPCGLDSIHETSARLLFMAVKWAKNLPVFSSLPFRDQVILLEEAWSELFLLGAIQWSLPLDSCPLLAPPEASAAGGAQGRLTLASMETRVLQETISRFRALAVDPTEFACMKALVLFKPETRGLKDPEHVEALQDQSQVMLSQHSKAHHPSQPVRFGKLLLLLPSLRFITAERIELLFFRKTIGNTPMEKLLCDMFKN
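Material – GST-tagged NR2E3 plus biotinylated RetCOR corepressor · Quantity – NR2E3 fusion 1.35 nM · Times – 5 h incubation at 4 °C · Medium – pH 7.5 Tris-based buffer · Technique – TR-FRET, Eu(K)-anti-GST donor, streptavidin-D2 acceptor, ex 340, em 617/671 nm · Benchmarks – high control biotin, low control 0.6% DMSO · Format – 1536-well plates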
KKLEB tox: cytotoxicity in KKLEB CF airway cells, primary screen, cytotoxicity control for CF NF-kB inhibitor project, cell-based, uHTS, fluorescence assay plates; activity change (cytotoxicity), % at 5 µM; actives 0.36% (n = 360,000); KKLEB CF airway cells viability, ATPlite luminescence, overnight; stronger effect = lower value; cells stimulated with P. aeruginosa culture filtrate;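 active means corrected activity change at or below -50% at 5 µM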
NR2E3 ag-2: NR2E3 agonists in two-hybrid cells, primary screen, cell-based, luminescence, CHO-S, Gal4-NCOR/VP16-NR2E3; Photoreceptor-specific nuclear receptor (Homo sapiens), Q9Y5X4; luciferase; inhibition of corepressor binding, % at 3.98 µM; actives 0.35% (n = 360,000); AID 602229, 2012;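 active means inhibition above the mean of all tested compounds plus 3 SD, cut at about 70% in these data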;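 further: 0% = DMSO with NR2E3 transfected cells and 100% = cells lacking NR2E3 construct; higher means lower luciferase signal from less NR2E3 corepressor binding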
TRPM1 prom inh: inhibitors of MITF-dependent TRPM1 promoter reporter, primary screen, cell-based, SK-MEL-5, single point, luciferase; SK-MEL-5 TRPM1 promoter luciferase, 24 h; inhibition, % at 12.5 µM; actives 0.83% (n = 330,000);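 active means mean inhibition across replicates of 60% or more, whatever share of single replicates reaches that level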; further: values of inactives mirror those of a sister screen read the other way
Active calls of the source: *; / = not tested or not shown. These rows are one share of the data; count on the stated rates, not on these rows.

Fields: TROY NFkB inh	CF NFkB block	Shn3 3UTR inh	TWEAK Fn14 block	C8 TRAIL sens	Peg3 promoter	HIF-2a inh	NR2E3 ag-1	KKLEB tox	NR2E3 ag-2	TRPM1 prom inh
- Cc1cccc(NC(=O)C2CCN(S(=O)(=O)c3ccc4c(c3)C(C)(C)C(=O)N4C)CC2)c1C
  -12	-6	14	2	-8	4	11	2	0	-11	/
- C[C@@H]1COc2cccc(N(C)CCO)c2S(=O)(=O)N1
  -24	/	/	16	1	/	5	/	/	-17	/
- COc1ccccc1-c1cc2nc(C)cc(C)n2n1
  -30	-12	-21	-9	1	-65	-103	-1	10	-31	-28
- COC(=O)N=Nc1c(O)n(Cc2ccccc2)c2ccccc12
  9	12	-8	-17	-14	16	27	3	4	-29	-5
- COc1cc(/C=N/NC(=O)c2cc3ccccc3[nH]2)ccc1O
  -3	20	-1	22	1	-22	6	6	-2	-55	-2
- CCCCN1CC(O)=C(c2nc(-c3ccc(Br)cc3)cs2)C1=N
  5	18	15	-24	-17	18	6	0	-6	5	6
- OC[C@H]1O[C@@H](c2nc(-c3cccc4ccccc34)no2)[C@H](O)[C@@H]1O
  -56	-28	-26	-10	5	-211	-131	/	-10	-36	/
- CCc1cc(C(=O)N2CCCC(CCC(=O)NCc3cccc(OC)c3)C2)no1 (stereo unspecified)
  7	-3	-17	13	-3	17	-7	1	11	-15	-4
- COc1ccc(OCCNC(=O)c2ccc3nc(C)c(N(C)C(=O)CCc4ccccc4)n3c2)cc1
  -21	15	-5	10	-12	-3	0	/	-8	-27	/
- COc1ccccc1N1C(=O)C=C(Sc2nc(C)cc(C)n2)C1=O
  -2	-5	-6	11	-1	87*	58*	1	6	-33	/
- O=C(NC(=S)Nc1nc(-c2ccc(Br)cc2)cs1)c1ccco1
  -26	34	-6	-21	-7	-22	-20	1	-29	9	-6
- COc1ccc([C@H]2CC(=O)C[C@@H](CCn3cc(Cc4ccccc4)nn3)O2)cc1
  -5	/	/	-13	-11	/	12	/	/	1	/
- O=C(COC(=O)CCOc1ccccc1)NCc1ccco1
  9	3	10	10	-8	9	15	1	-6	4	6
- O=C(CS(=O)CC(=O)N(CC(=O)NC1CCCC1)C1CCCC1)Nc1ccc(F)cc1 (stereo unspecified)
  -4	3	1	23	-5	12	12	-1	7	2	-11
- CCN(CC)C(=O)C1=C(C)N(Cc2ccc(F)cc2)C(=O)C(CC(=O)NCCN2CCOCC2)C1 (stereo unspecified)
  -5	14	-15	6	3	5	10	/	-2	-39	/
- O=C(Cc1csc(Nc2nc(=S)[nH]c3ccccc23)n1)N1CCN(c2cccc(Cl)c2)CC1
  27	50	10	-5	-2	82*	-2	2	-37	7	78*
- Cc1ccc(NC(=O)Nc2ccc3c(c2)CCC3)cc1C
  -15	12	-30	-16	13	-47	-104	0	6	-30	-8
- CC1(C)OC2OC(COC(=O)c3ccccc3)C3OC(C)(C)OC3C2O1 (stereo unspecified)
  -30	-1	-24	-5	3	-38	-21	0	9	-35	-5
- CCC(Oc1ccc(Cl)cc1)C(=O)N1CC(=O)Nc2ccccc21 (stereo unspecified)
  -20	23	-13	13	-7	16	6	-3	-1	3	7
- Cc1ccc(C)c(OCc2nnc(SCC(=O)NCc3ccc4c(c3)OCO4)o2)c1
  -4	5	-8	6	-6	7	18	-3	-5	10	-1

Quoted from above, 11 compounds:
Fields: TROY NFkB inh	CF NFkB block	Shn3 3UTR inh	TWEAK Fn14 block	C8 TRAIL sens	Peg3 promoter	HIF-2a inh	NR2E3 ag-1	KKLEB tox	NR2E3 ag-2	TRPM1 prom inh
- COc1ccccc1N1C(=O)C=C(Sc2nc(C)cc(C)n2)C1=O
  -2	-5	-6	11	-1	87*	58*	1	6	-33	/
- O=C(NC(=S)Nc1nc(-c2ccc(Br)cc2)cs1)c1ccco1
  -26	34	-6	-21	-7	-22	-20	1	-29	9	-6
- COc1ccc([C@H]2CC(=O)C[C@@H](CCn3cc(Cc4ccccc4)nn3)O2)cc1
  -5	/	/	-13	-11	/	12	/	/	1	/
- O=C(COC(=O)CCOc1ccccc1)NCc1ccco1
  9	3	10	10	-8	9	15	1	-6	4	6
- O=C(CS(=O)CC(=O)N(CC(=O)NC1CCCC1)C1CCCC1)Nc1ccc(F)cc1 (stereo unspecified)
  -4	3	1	23	-5	12	12	-1	7	2	-11
- CCN(CC)C(=O)C1=C(C)N(Cc2ccc(F)cc2)C(=O)C(CC(=O)NCCN2CCOCC2)C1 (stereo unspecified)
  -5	14	-15	6	3	5	10	/	-2	-39	/
- O=C(Cc1csc(Nc2nc(=S)[nH]c3ccccc23)n1)N1CCN(c2cccc(Cl)c2)CC1
  27	50	10	-5	-2	82*	-2	2	-37	7	78*
- Cc1ccc(NC(=O)Nc2ccc3c(c2)CCC3)cc1C
  -15	12	-30	-16	13	-47	-104	0	6	-30	-8
- CC1(C)OC2OC(COC(=O)c3ccccc3)C3OC(C)(C)OC3C2O1 (stereo unspecified)
  -30	-1	-24	-5	3	-38	-21	0	9	-35	-5
- CCC(Oc1ccc(Cl)cc1)C(=O)N1CC(=O)Nc2ccccc21 (stereo unspecified)
  -20	23	-13	13	-7	16	6	-3	-1	3	7
- Cc1ccc(C)c(OCc2nnc(SCC(=O)NCc3ccc4c(c3)OCO4)o2)c1
  -4	5	-8	6	-6	7	18	-3	-5	10	-1

More results.
Fields: TROY NFkB inh	CF NFkB block	Shn3 3UTR inh	TWEAK Fn14 block	C8 TRAIL sens	Peg3 promoter	HIF-2a inh	NR2E3 ag-1	KKLEB tox	NR2E3 ag-2	TRPM1 prom inh
- CCN(CC)C(=O)C1=C(C)N(CCC2=CCCCC2)C(=O)C(CC(=O)NCc2cccs2)C1 (stereo unspecified)
  3	14	0	-16	4	-7	-6	/	1	-11	/
- Cc1cccc(C)c1NC(=O)CN1CCN(C(=O)CCC(=O)N2CCC(c3ccccc3)=N2)CC1
  -8	17	1	-2	-16	6	6	/	-2	-25	/
- CC(=O)Nc1cccc(/C(C)=N/NC(=O)c2ccc(NS(=O)(=O)c3cccs3)cc2)c1
  6	-1	0	36	-10	6	14	0	2	-4	-2
- O=C(C=Cc1ccccc1)CC(c1ccccc1)N1CCOCC1 (stereo unspecified)
  -7	94*	24	92*	16	108*	70*	/	-36	4	76*
- CCSc1nc2c(c(=O)n1CC)SC(C)C2 (stereo unspecified)
  -5	0	17	9	-12	4	4	2	2	-21	-3
- CN(CC(=O)Nc1ccc(F)cc1)C(=O)CN1C(=O)NC2(CCCCC2)C1=O
  12	-1	-17	5	4	-1	4	/	8	-4	4
- CC1CN(CCOc2ccccc2C(C)C)CC(C)O1 (stereo unspecified)
  20	-15	25	5	-11	8	14	0	-3	-14	12
- S=c1[nH]c2ccc(Cl)cc2[nH]1
  /	19	-7	0	-11	10	9	1	-2	8	11
- CCC(C)NC(=O)c1c(F)c(F)c(F)c(F)c1F (stereo unspecified)
  -6	2	9	-1	4	11	20	-3	-3	-12	-2
- O=C(Nc1ccc2c(c1)OCO2)C1CCN(S(=O)(=O)c2cccc3cccnc23)CC1
  -17	-14	-1	-15	-2	-6	-16	2	9	11	0
- Cc1c(NC(=O)COC(=O)C2(c3ccccc3F)CCCC2)c(=O)n(-c2ccccc2)n1C
  -3	9	23	6	-5	18	24	1	2	-18	10
- NC(=O)NC(Cc1ccccc1)C(=O)NCC1(N2CCCCC2)CCCCC1 (stereo unspecified)
  -4	-9	12	-6	-3	-1	-3	3	2	7	3
- O=C(NCc1ccccc1C(F)(F)F)C12CN(Cc3ccccc3)CC1C(c1ccc([N+](=O)[O-])cc1)=NO2 (stereo unspecified)
  -7	10	-57	-9	0	-9	-11	-1	-4	-57	-6
- Clc1ccc(-n2ncc3c(N4CCCCCC4)ncnc32)cc1
  92*	-22	66	105*	84*	24	66*	10	-52*	86*	71*
- O=C(NCc1cccnc1)c1ccc(NS(=O)(=O)c2cccc([N+](=O)[O-])c2)cc1
  -4	2	4	-6	-12	4	6	/	25	8	11
- COc1cccc(C(=O)N2CCCC(c3nc(-c4cccs4)no3)C2)c1 (stereo unspecified)
  -38	-5	4	-1	-23	-33	-83	0	11	-14	-4
- CN1CCN(c2ccc(NC(=O)COc3ccc4ccccc4c3)cc2)CC1
  -39	-25	10	-2	16	29	-22	0	0	-31	-10
- O=C(NCCN1CCOCC1)C(=O)NCc1ccco1
  10	7	-16	4	-10	32	14	4	6	16	-4
- COc1ccc(C(=O)CSc2nnc(Cn3cnc4ccccc43)o2)cc1
  25	0	18	26	43	24	6	1	9	10	36
- Cc1ccc(S(=O)(=O)N2CCC(C(=O)N3CCN(c4ccccn4)CC3)CC2)cc1
  -3	-11	-6	76*	5	22	5	3	12	8	3
- CCn1c(=S)sc2c(=O)n(-c3ccccc3)c(SC)nc21
  19	7	6	-9	3	19	27	1	4	-13	-8
- CN1[C@@H](COCc2ccccc2)C=CS1(=O)=O
  -2	-47	-4	0	-19	4	12	/	3	1	/
- CCOCCCNC(=O)CN1C(=O)CSc2ccc(S(=O)(=O)N3CCOCC3)cc21
  4	6	-1	11	-9	-19	-7	3	-3	-22	-10
- CCc1nnc(N2C(=O)c3ccc(Oc4ccc([N+](=O)[O-])cc4)cc3C2=O)s1
  -13	-2	1	9	-3	30	7	3	2	-10	48
- CCCNC(=O)c1ccc(N2CCC3(CC2)CC(c2ccccc2)=NO3)c(NC(=O)c2ccco2)c1
  -3	24	25	17	32	48	-24	2	-17	0	19
- COc1ccc(CNC(=O)c2cccc(N3CCCC3=O)c2)cc1
  13	5	-5	19	4	-5	5	2	3	-13	2
- COc1ccc2c(c1OC)C(=O)N(C(C)C(=O)O)C2=O (stereo unspecified)
  -1	21	10	-9	-5	10	6	5	-2	10	7
- COCCNC(=O)C1(C)CCN(C(=O)c2ccc(F)c(C)c2)C1 (stereo unspecified)
  -1	-8	-12	0	9	3	-2	/	2	-40	/
- Cc1nc2ccccc2c(=O)n1-c1ccc(NS(=O)(=O)c2ccc(F)cc2F)cc1
  -18	24	11	-9	10	-17	7	-1	-8	6	-3
